From PubChem BioAssay
Lamin A splicing – modulators of lamin A splicing; 0.01% of 200,000 active; AID 1487; HeLa LMNA splicing GFP/RFP minigene ratio, 48 h; Potency, µM (doses to about 46.1 µM), without a hit: at the top dose ratio change, negative = inhibition, actives largely listed as inhibitors; active = well fitted inhibition curve with a large enough effect in the signal ratio, with a control signal flat, not every such curve was filed as active; inconclusive = small, poorly fitted or top-dose-only effect, or effect the other way, or a change in a side signal; the % refers to the signal ratio; also: potency is read from the fitted curve at half-maximal effect; % is scaled to controls: 0 for no effect and ±100 for the full control effect
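S3 HeLa cells stably expressing lamin A-EGFP splicing minigene plus DsRed2, 600 cells/well, 48 h compound exposure at 37C. Laser-scanning cytometry; analysed as GFP (500-530 nm)/RFP (575-640 nm) total intensity ratio; 0.5% DMSO vehicle.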
IMPase Li cell – membrane-permeable IMPase blocker, potentiated with lithium; CHO-M1 cells, IP1 TR-FRET (IP-One), carbachol + lithium; Potency, µM (titrated, usually from 59.4 µM), for inactives: at the highest dose activity, negative = IMPase inhibition, actives largely listed as inhibitors; 0.35% of 210,000 active; AID 1457;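 also: IP1 builds up when IMPase is blocked and the TR-FRET signal falls; potency is read from the fitted curve at half-maximal effect; plate controls were basal vehicle for no effect and high inhibitor control for full effect; nearly all actives have a fitted effect of over 50% in size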
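Lithium-sensitised IP1 accumulation assay; M1-expressing CHO cells treated 30 min at 37C with compound. Competitive antibody detection by time-resolved FRET followed a 10 min room-temperature lysis step.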
KinaseGlo FLuc – counter-screen: inhibitors of Kinase-Glo firefly luciferase. Potency, µM (highest dose often 38.3 µM), for inactives: at the highest dose activity change, negative = inhibition, usual class: inhibitors. 0.28% of 200,000 active. AID 1379. Q27757. Kinase-Glo luciferase, ATP luminescence, 8 min; also: potency is read from the fitted curve at half-maximal effect; % is scaled to controls: 0 for no effect and ±100 for the full control effect; nearly all actives have a fitted effect of over 60% in size
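Substrate mix (final 50 mM imidazole pH 7.2, 50 mM KCl, 7 mM MgCl2, 10 uM ATP, 0.01% Tween 20, 0.05% BSA) plus pin-tool compound, then Kinase-Glo detection mix; 8 min ambient, luminescence read.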
HTT aggregate – reduces HttQ103-GFP aggregates in PC12 cells; PC12 HttQ103-GFP aggregates, Acumen cytometry, 40 h; Potency, µM (highest dose often 46.1 µM), without a hit: top-dose activity change, negative = inhibition, hits mostly inhibitors; 1.1% of 220,000 active; also: potency is read from the fitted curve at half-maximal effect; % is scaled to controls: 0 for no effect and ±100 for the full control effect; nearly all actives have a fitted effect of over 60% in size
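Compounds (qHTS titration) were added to PC12 cells expressing an ecdysone-driven HTT exon 1 Q103–GFP fusion after induction with 100 nM tebufenozide. Aggregate formation was measured as GFP objects in cell lysates.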
HTT ATP protect – protects HTT-Q103 PC12 cells, measured by ATP; 0.14% of 230,000 active; Potency, µM (top dose mostly 56.4 µM), inactives show cytoprotection (ATP increase), most hits filed as activators; AID 1471; PC12 HTT-Q103 induced, cytoprotection, ATP luminescence, 40 h;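 also: potency is read from the fitted curve at half-maximal effect; % of control where 0% means no effect; nearly all actives have a fitted effect of over 45% in size; toxic huntingtin expression switched on by the ecdysone agonist tebufenozide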
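Quantitative HTS on tebufenozide-induced (100 nM) PC12 cells expressing HTTQ103 exon 1–GFP; compounds tested as a concentration series; survival measured via cellular ATP.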
SMN2 splice up – increases expression of the SMN2 splice variant | HEK293 SMN2-luciferase splicing reporter, luminescence, 30-36 h | Potency, µM (highest dose often 46.1 µM), without a hit: top-dose activity change, positive = activation, hits mostly activators | 2.8% of 210,000 active; also: potency is read from the fitted curve at half-maximal effect; % of control where 0% means no effect; nearly all actives have a fitted effect of over 55% in size
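qHTS luciferase splicing reporter: luminescence rises when SMN2 exon 7 is included in transfected HEK293 cells. Compound exposure lasted 30-36 h at 37C, with 4.5 mM final sodium butyrate as control, followed by a ONE-Glo read.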
CBFb-RUNX1 inh – CBF-beta/RUNX1 interaction disruption; Q01196+Q13951; AlphaScreen CBFb-His/RUNX1-biotin binding, biochemical; Potency, µM (top dose mostly 59.8 µM), for the others: at the top dose activity, negative = inhibition, actives largely listed as inhibitors; 230,000 tested, under 10 active; AID 1477; also: % of control where 0% means no effect
Target sequence (Q01196 whole entry, looked up): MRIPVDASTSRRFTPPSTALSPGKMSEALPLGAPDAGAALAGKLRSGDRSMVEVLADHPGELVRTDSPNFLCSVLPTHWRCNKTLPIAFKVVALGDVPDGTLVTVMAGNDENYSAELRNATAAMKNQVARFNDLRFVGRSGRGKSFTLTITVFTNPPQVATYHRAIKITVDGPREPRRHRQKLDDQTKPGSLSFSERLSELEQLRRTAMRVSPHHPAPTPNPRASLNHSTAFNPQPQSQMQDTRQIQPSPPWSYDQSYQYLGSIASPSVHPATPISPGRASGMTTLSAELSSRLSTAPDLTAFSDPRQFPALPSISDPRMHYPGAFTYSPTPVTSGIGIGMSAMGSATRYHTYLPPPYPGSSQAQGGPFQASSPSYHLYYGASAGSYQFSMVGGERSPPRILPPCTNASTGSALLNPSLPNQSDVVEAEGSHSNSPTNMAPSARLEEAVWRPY
Target sequence (Q13951 whole entry, looked up): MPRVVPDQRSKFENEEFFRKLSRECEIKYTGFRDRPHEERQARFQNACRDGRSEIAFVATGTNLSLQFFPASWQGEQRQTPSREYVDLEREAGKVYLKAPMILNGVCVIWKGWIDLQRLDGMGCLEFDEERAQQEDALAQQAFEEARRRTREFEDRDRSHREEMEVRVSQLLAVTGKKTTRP
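Inhibition was taken as any reduction in AlphaScreen signal from the CBF-beta–RUNX1 pair (His and biotin tags, 30 nM each), measured after compound (15 min) and bead (90 min) incubations at room temperature.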
Starred values were filed as active, the others as inactive; u = inconclusive; x = not tested or not shown; [ ] = another dose, or the depositor's remark. Unless noted, calls follow the shape of the dose curve; as a rule, active = well fitted curve in the direction sought with a large enough effect; inconclusive = small, poorly fitted or top-dose-only effect, or another doubt; inactive = no such curve, though single readings can be large; an effect the other way counts as inactive or inconclusive.

SMILES	Lamin A splicing	IMPase Li cell	KinaseGlo FLuc	HTT aggregate	HTT ATP protect	SMN2 splice up	CBFb-RUNX1 inh
CNS(=O)(=O)c1cnccc1N1CCN(c2cccc(C)c2)CC1	8%	16%[38.3 µM]	7%	6%[9.22 µM]	27%	-23%	-1%
CCC(=O)N1CCc2cc(S(=O)(=O)NCCN3CCCCC3CC)ccc21 (stereo not given)	8%	6%[38.3 µM]	1%	-29%	-7%	-10%	12%
O=C1NC2(CCCCC2)C(=O)N1CCS(=O)(=O)Oc1ccc(Br)cc1	u	-9%	2%	-22%	-24%	-9%	8%
CCN(CC)CCOC(=O)/C=C/c1ccccc1	x	x	x	-8%[9.22 µM]	13%[10 µM]	x	-8%
COC(=O)c1scc(C)c1NC(=O)/C=C/C(=O)O	x	x	x	-7%[9.22 µM]	2%[10 µM]	x	7%
Cc1cccc(NC(=O)CCNC(=O)c2ccco2)c1C	4%[46 µM]	5%	-1%	0%	-3%	4%	9%
CC(=O)Nc1ccc(OCC=C(Cl)Cl)cc1	3%	-5%	2%	u	-24%	4%	1%
Fc1cccc(Cl)c1CNc1ccc(N2CCCC2)cc1	-3%[46 µM]	37%[activator]	-1%	-13%	u	-12%	u
COc1ccc(C)cc1S(=O)(=O)N1CCN(c2cccc(C(F)(F)F)c2)CC1	-20%	20%[38.3 µM]	4%	-11%	25%	-2%	13%
CC(C)C1CC(CCNCc2ccc(N(C)C)cc2)(c2ccccc2)CCO1 (stereo not given)	-16%	x	x	7%	5%[10 µM]	x	-18%
CCOC(=O)C(=O)Cc1nc2ccccc2s1	x	x	x	0%[9.22 µM]	32%[10 µM]	x	-2%
Cc1nc2c(sc3nc4c(cc32)COC(C)(C)C4)c(=O)o1	-13%	1%	0%	-3%	12%[10 µM]	0%	2%
COc1ccc(-c2ccc(-c3cc(=O)oc4cc(OC)c(OC)c(OC)c34)cc2)cc1OC	x	9%	1%[39.9 µM]	x	-112%[inhibitor]	x	3%
COc1ccccc1NC(=O)c1ccc(NS(=O)(=O)c2c(C)noc2C)cc1	0%	-2%[38.3 µM]	0%	19%	9%	4%	1%
O=C(CN1CCOc2ccccc21)NCc1ccccc1	6%	-4%	0%	-4%	-5%	14%	3%[2.36 µM]
CC(O)(CS(=O)(=O)Cc1cccc(C(F)(F)F)c1)C(=O)Nc1cccc(C(F)(F)F)c1 (stereo not given)	u	-7%[38.3 µM]	-10%	1%	-4%	-18%	6%
CCOC(=O)N1CCC(Nc2c(-c3ccc(C)cc3)c(=O)c2=O)CC1	-10%	4%	-4%	-14%	-24%[0.074 µM]	-7%	9%
Cc1ccc2c(CN3C(=O)NC4(CCCCC4)C3=O)cc(=O)oc2c1C	2%	2%[38.3 µM]	-1%	2%	-8%	-11%	8%
CCOC(=O)CCc1c(C)c2ccc(OCc3nn[nH]n3)cc2oc1=O	1%	-12%[38.3 µM]	4%	1%	-6%	-9%	2%
O=C(O)CCc1ccc(S(=O)(=O)NCCc2ccccc2)cc1	-2%	x	x	-7%	4%	x	0%
O=C1/C(=C/c2cccnc2)CC/C1=C\c1cccnc1	5%[9.22 µM]	1%	-5%	32%	14%	-21%	-13%
CN(CC(=O)Nc1ccccc1Cl)CC(=O)Nc1ccccc1[N+](=O)[O-]	u	6%	3%	1%	23%[10 µM]	-10%	-3%
O=C(Nc1c2c(nn1-c1ccc(Cl)cc1)CS(=O)(=O)C2)c1ccc2c(c1)OCO2	-11%	-2%	-5%	-2%	12%[0.074 µM]	-8%	6%
COc1ccccc1CC(=O)Nc1ccccc1C(=O)O	7%	29%[38.3 µM]	0%	4%	14%	u	4%
O=C(N/C(=C\c1cn(-c2ccccc2)nc1-c1ccccc1)C(=O)N1CCOCC1)c1ccccc1	-12%	8%	-1%	16%	6%[10 µM]	2%	1%
COc1ccc(S(=O)(=O)NC(CC(=O)N2CCc3ccccc32)c2ccco2)cc1 (stereo not given)	-2%	19%[38.3 µM]	-1%	1%	11%	-9%	3%
COc1ccc(N2CCN(c3nc(Cl)nc(N4CCOCC4)n3)CC2)cc1	-6%	17%	0%	-30%	21%[10 µM]	-26%	1%
COC(=O)c1nc(-c2ccccc2)oc1N(C)C	-1%	-9%[38.3 µM]	-1%	6%	-3%[1.9 µM]	4%	-3%
O=S(=O)(c1ccc(-c2nc3ccccc3s2)cc1)N1CCCC1	-6%	u	10%	-10%	3%	-13%	-3%
COc1ccc(CNC(=O)CN(C(=O)c2cc3sccc3n2C)C2CCCC2)cc1	-11%	22%[38.3 µM]	2%	0%	-3%[10 µM]	-15%	-2%
O=C(Oc1ccccc1)N1CCC[C@@]2(CCN(c3ccncc3)C2)C1	x	8%	-3%	x	23%	-24%	x
Cn1cccc1CC(=O)N/N=C/c1ccc(C(C)(C)C)cc1	x	x	x	-11%[9.22 µM]	3%[10 µM]	x	-7%
CC(=O)Nc1nc(Cn2nnc(-c3ccc4c(c3)OCO4)n2)nc(N(C)C)n1	x	u	0%	12%	-12%	-44%	-4%
NCCCCCc1nnc(SCc2ccc(Cl)c(Cl)c2)o1	2%	2%[38.3 µM]	1%	14%	-4%	-7%	3%
COCCCNC(=O)c1cc(C(=O)c2ccccc2Br)c[nH]1	8%[9.22 µM]	3%	1%	-10%	13%[10 µM]	0%	-12%
CCc1ccc(NC(=O)c2onc(C)c2Cl)cc1	-6%	-3%[38.3 µM]	-2%	2%	-10%	14µM*	3%
O=C(CNS(=O)(=O)c1cccc2nsnc12)NC1CCCCC1	9%	10%[38.3 µM]	-1%	-13%	13%	9%	1%
CCN(CC)C1CC(=O)N(c2cccc(C)c2)C1=O (stereo not given)	-17%	-6%	4%	u	13%[10 µM]	-3%	0%
COc1ccccc1C(=O)CSc1ccccn1	-19%[46 µM]	11%	-2%	25%	-57%[inhibitor]	28%	11%
COc1ccc(CCNC(=O)CSc2nc(O)cc(=O)[nH]2)cc1OC	x	x	x	2%[9.22 µM]	30%[10 µM]	x	1%
CCOC(=O)CN1CC23C=CC(O2)C(C(=O)NCc2ccc(F)cc2)C3C1=O (stereo not given)	-1%	18%[38.3 µM]	1%	0%	12%[10 µM]	-2%	-1%
Cc1ccc(C(=O)NCCN2CCNC2=O)cc1	x	x	x	-19%[9.22 µM]	-24%[10 µM]	x	5%
CC(Oc1ccc(Br)cc1)c1nc2c3ccccc3nc(=S)n2[nH]1 (stereo not given)	x	8%	5%	8.9µM*	-70%[inhibitor]	-107%[inhibitor]	-2%
Cc1ccc(C(=O)COC(=O)c2cccc(N3C(=O)c4c(C)nc5ccccc5c4C3=O)c2)cc1C	-7%	1%	1%	-6%	-4%[10 µM]	8%	-9%
C=CCn1c(=O)n(CCOC)c(=O)c2sc3ccccc3c21	0%	23%[38.3 µM]	6%	22µM*	17%[10 µM]	5%	5%
O=C(Oc1ccc(-c2nccc(-c3ccccn3)n2)cc1)c1cccc(C(F)(F)F)c1	5%	7%[38.3 µM]	-1%	13%	-1%	u	7%
Cc1ccc(Cn2c(=N)c(C#N)cc3c(=O)n4cccc(C)c4nc32)cc1	x	9%	-4%	19%[9.22 µM]	29%[10 µM]	2%	2%
O=C(Nc1nnc(C2CC2)s1)C1CCCCN1S(=O)(=O)c1ccccc1 (stereo not given)	2%[46 µM]	3%	-7%	-18%	-26%	6%	1%
CCCCCN(C(=O)NC(=O)Nc1ccccc1C)S(C)(=O)=O	-3%	-7%[38.3 µM]	1%	-7%	-6%	-8%	-1%
COc1cc2c(cc1OC)C(C(=O)Nc1cccc(C)n1)C(c1cccnc1)N(C)C2=O (stereo not given)	-15%	2%[38.3 µM]	1%	18%	-13%	-12%	3%
O=C(O)c1ccc(N2C(=O)c3cccc(Oc4ccc(Cl)cc4)c3C2=O)cc1	7%	-8%	14%	5%	10%[10 µM]	-25%	-8%
Cc1nc(N=C(N)N)nc2ccccc12	u	7%	0%	-6%	-5%	-25%	5%
CCOc1ccc(CN(C)CCc2ccccn2)cc1	x	10%	9%	5%	-23%	16%	8%
Cn1c(N)c(C(=O)COC(=O)C2CCCCC2)c(=O)n(C)c1=O	6%	-1%[38.3 µM]	-3%	16%	2%[10 µM]	1%	3%
CCCCn1c(SCC(=O)Nc2ccc(OC)cc2)nc2ccc(N3CCOCC3)cc2c1=O	-23%	10%[38.3 µM]	-3%	21%	9%[10 µM]	-9%	13%
CCOC(=O)C1(CC2CC2)CCN(Cc2cn(C)c3ccccc23)CC1	x	29%	3%	-26%[9.22 µM]	-9%[10 µM]	-67%[inhibitor]	2%
CC(C)(C)N=C1C([N+](=O)[O-])=CC=C2C1=NC1(CCCCC1)N2O	u	-10%	u	-17%	-10%[10 µM]	-26%	23%
COc1ccc(-c2cc(N3C(=O)Nc4ccccc4N3O)n[nH]2)cc1OC	-10%	1%	-1%	-5%	3%[10 µM]	7%	-2%
Cc1cc(NC(=O)CSc2nc3ccccc3c(=O)n2-c2ccccc2)no1	-3%	7.1µM*	-2%	9%	8%	-28%	-1%
C=CCn1c(SCC(=O)NCc2ccc3c(c2)OCO3)nnc1-c1cccnc1	18%[46 µM]	-3%	-6%	19%	-22%	-11%	0%
Cc1ccc(NC(=O)CSc2nsc(SCC(=O)Nc3ccc(C)cc3C)c2C#N)c(C)c1	-2%	x	x	3%	-28%[10 µM]	x	2%
CN1C(=O)c2ccc(C(=O)NC3CCCCC3)cc2C1=O	5%	u	-1%	-10%	-2%	7%	-5%
Cc1cc(C)cc(NC(=S)N2CCN(Cc3ccccc3)CC2)c1	x	-4%	2%	22%	1%	2%	0%

As entered above.
Cc1ccc(Cn2c(=N)c(C#N)cc3c(=O)n4cccc(C)c4nc32)cc1 in KinaseGlo FLuc reads -4%
Cc1ccc(NC(=O)CSc2nsc(SCC(=O)Nc3ccc(C)cc3C)c2C#N)c(C)c1 in Lamin A splicing reads -2%
